Screening data as filed in PubChem BioAssay.
Menin-MLL TR inh = qHTS Assay for Inhibitors Targeting the Menin-MLL Interaction in MLL Related Leukemias: Competition With Texas Red Labeled MLL-derived Mutant Peptide; O00255; Menin + Texas Red MLL mutant peptide, fluorescence polarization; Potency, µM (doses to about 61.6 µM), for the others: at the highest dose FP activity change, negative = inhibition, hits mostly inhibitors; 270,000 compounds, 0.23% hits; active = well fitted inhibition curve with a large enough effect in the polarisation, with a control signal flat, not every such curve was filed as active; inconclusive = small, poorly fitted or top-dose-only effect, or effect the other way, or a change in a side signal; inactive = no such curve, though single readings can be large or run the other way; the % refers to the polarisation; also: potency is read from the fitted curve at half-maximal effect; % of control where 0% means no effect; many of its hits are not listed in these tables
p53 reactivator = qHTS assay for re-activators of p53 using a Luc reporter; H1299 p53-A138V BP100-luciferase reporter, luminescence, 24 h; Potency, µM (titrated, usually from 92.2 µM), for the others: at the top dose activity change, positive = activation, usual class: activators; 320,000 compounds, 0.063% hits; also: potency is read from the fitted curve at half-maximal effect; % of control where 0% means no effect; nearly all actives have a fitted effect of over 45% in size
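H1299 (p53-null), stable ts p53-A138V + BP100-Luc; 1000 cells/well, Opti-MEM/10% FBS; cpd 4 pt, 1:5; 24 h, 37 deg C, 5% CO2; detection reagent 10 min RT; luminescence.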
RORgamma inh = qHTS for inhibitors of ROR gamma transcriptional activity; Nuclear receptor ROR-gamma (Mus musculus), P51450; AID 2551, 2010; 310,000 compounds, 5.4% hits; Potency, µM (doses to about 53.6 µM), for inactives: at the highest dose activity change, negative = inhibition, hits mostly inhibitors; Drosophila S2 Gal4-RORgamma UAS-luciferase reporter, 20 h; also: potency is read from the fitted curve at half-maximal effect; % is scaled to controls: 0 for no effect and ±100 for the full control effect; nearly all actives have a fitted effect of over 60% in size
Target sequence (P51450 whole entry, looked up, the tested form may be a part): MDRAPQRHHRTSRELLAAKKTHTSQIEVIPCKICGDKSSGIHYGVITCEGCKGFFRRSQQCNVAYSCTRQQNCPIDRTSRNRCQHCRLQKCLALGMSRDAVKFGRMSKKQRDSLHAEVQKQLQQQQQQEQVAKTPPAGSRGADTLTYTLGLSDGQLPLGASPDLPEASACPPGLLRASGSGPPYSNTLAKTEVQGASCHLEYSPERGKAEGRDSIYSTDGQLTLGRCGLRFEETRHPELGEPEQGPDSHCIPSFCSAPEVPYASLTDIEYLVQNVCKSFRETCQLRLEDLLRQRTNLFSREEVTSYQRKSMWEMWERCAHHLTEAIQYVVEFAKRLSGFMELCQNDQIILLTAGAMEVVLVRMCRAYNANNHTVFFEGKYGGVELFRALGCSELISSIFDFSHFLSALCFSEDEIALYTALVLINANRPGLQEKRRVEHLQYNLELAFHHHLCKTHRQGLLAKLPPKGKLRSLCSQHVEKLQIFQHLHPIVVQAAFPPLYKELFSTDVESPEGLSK
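Read-out: Photinus luciferase luminescence; inhibitors lower reporter signal. Insect Schneider cells with Gal4-ROR gamma fusion under metallothionein promoter, UAS reporter; 700 uM final copper sulfate induction, 20 hr, ambient temperature.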
Rab9 prom act = qHTS Assay for Rab9 Promoter Activators. Huh7 Rab9 promoter-luciferase reporter, luminescence, 24 h. Potency, µM (top dose mostly 9.22 µM), for the others: top-dose activation, negative = inhibition, usual class: activators. 320,000 compounds, 2.8% hits. AID 485297, 2010; also: potency is read from the fitted curve at half-maximal effect; % of control where 0% means no effect; nearly all actives have a fitted effect of over 60% in size
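Huh7 cells stably carrying Rab9 promoter–luciferase reporter, plated 1500 cells/well, compound added after 2 h and incubated 24 h at 37 °C; luciferase luminescence then read after 10 min with detection reagent.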
BRCA1 expr act = qHTS Assay to Identify Small Molecule Activators of BRCA1 Expression; 380,000 compounds, 1.1% hits; AID 624202, 2012; Potency, µM (titrated, usually from 46.1 µM), inactives show at the highest dose activation, actives largely listed as activators; MCF7-BRCA1-FFLuc reporter, luminescence, 48 h; response scale: scaled: vehicle 0%, 10 µM genistein 100%; also: potency is read from the fitted curve at half-maximal effect; nearly all actives have a fitted effect of over 80% in size; some results filed as inactive show a strong effect at the top dose
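Using MCF7 cells harboring a BRCA1 firefly luciferase reporter, plated 2 h before compound pinning, the screen measured luminescence after 48 h incubation. Responses were normalized to DMSO and 10 microM genistein, then fitted for concentration-effect.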
FLuc counter = qHTS profiling assay for firefly luciferase inhibitor/activator using purifed enzyme and Km concentrations of substrates (counterscreen for miR-21 project); Luciferin 4-monooxygenase (Photinus pyralis), P08659; purified FLuc, Km substrates, luminescence inhibition; Potency, µM (series often up to 57.5 µM), for inactives: at the top dose activity change, negative = inhibition, hits mostly inhibitors; 360,000 compounds, 6.9% hits;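 also: potency is read from the fitted curve at half-maximal effect; plate controls were vehicle for no effect and reference inhibitor for full effect; nearly all actives have a fitted effect of over 55% in size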
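Biochemical qHTS of compounds, final roughly 60 µM downward over six points, against 10 nM purified firefly luciferase using Km concentrations of substrates (10 uM D-luciferin, 10 uM ATP) in Tris acetate pH 7.5 buffer; luminescence output.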
NPC1 prom act = qHTS Assay for NPC1 Promoter Activators; AID 485313, 2010; Huh7 NPC1 promoter luciferase reporter, 24 h; Potency, µM (doses to about 9.22 µM), for inactives: at the top dose activation, most hits filed as activators; 320,000 compounds, 2.4% hits;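 also: potency is read from the fitted curve at half-maximal effect; % of control where 0% means no effect; nearly all actives have a fitted effect of over 60% in size; reporter is driven by a mutant NPC1 promoter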
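Huh7 cells stably carrying NPC1 promoter–luciferase, plated in Opti-MEM with 10% FBS for 2 h, were exposed to compound in DMSO for 24 h at 37 °C; luciferase reagent was added for 10 min and luminescence read.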
Giardia killer = Small Molecules that selectively kill Giardia lamblia: qHTS; Giardia lamblia trophozoite viability; activity change, % at 7.66 µM, hits read low; 340,000 compounds, 0.15% hits; in the data active = activity change below about -80%; inconclusive = between about -30% and that limit;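 also: parasites exposed to compound for two days anaerobically before the ATP read; % is scaled to controls: 0 for no effect and ±100 for the full control effect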
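Trophozoite viability was measured as ATP-dependent luminescence, read 15-30 min after reagent addition. Before that, parasites at 100 cells/well were exposed to compounds for 48 h, anaerobically, at 37 deg C.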
ELG1 genotoxic = qHTS screen for small molecules that induce genotoxicity in human embryonic kidney (HEK293T) cells expressing luciferase-tagged ELG1 | AID 504466, 2011 | 330,000 compounds, 1.3% hits | HEK293T ELG1-luciferase reporter, luminescence, 16 h | Potency, µM (series often up to 46 µM), inactives show top-dose activity change, positive = activation, usual class: activators; also: potency is read from the fitted curve at half-maximal effect; % of control where 0% means no effect; nearly all actives have a fitted effect of over 60% in size
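ELG1-luciferase HEK293T cells, 2,000/well; compound pinned in; 16 hr, 37 °C, 5% CO2; ONE-Glo, 30 min RT; luminescence on CCD imager.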
VP16 counter = VP16 counterscreen qHTS for inhibitors of ROR gamma transcriptional activity; Drosophila S2 Gal4-VP16 UAS-luciferase, luminescence, 20 h; 310,000 compounds, 3.5% hits; Potency, µM (top dose mostly 53.6 µM), for inactives: at the top dose activity, negative = inhibition, actives largely listed as inhibitors;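 also: Gal4-VP16 expression switched on by copper sulfate through the metallothionein promoter; potency is read from the fitted curve at half-maximal effect; % is scaled to controls: 0 for no effect and ±100 for the full control effect; nearly all actives have a fitted effect of over 50% in size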
PKM2 activator = qHTS Assay for Activators of Human Muscle isoform 2 Pyruvate Kinase. Pyruvate kinase PKM (Homo sapiens), P14618. purified PKM2, Kinase-Glo ATP luminescence, activation; response scale: 0% is enzyme alone, no compound. Potency, µM (doses to about 57.5 µM), without a hit: at the highest dose activation, actives largely listed as activators. 260,000 compounds, 0.34% hits; also: potency is read from the fitted curve at half-maximal effect; % is scaled to controls: 0 for no effect and ±100 for the full control effect; nearly all actives have a fitted effect of over 55% in size
Target sequence (P14618 whole entry, looked up, canonical isoform): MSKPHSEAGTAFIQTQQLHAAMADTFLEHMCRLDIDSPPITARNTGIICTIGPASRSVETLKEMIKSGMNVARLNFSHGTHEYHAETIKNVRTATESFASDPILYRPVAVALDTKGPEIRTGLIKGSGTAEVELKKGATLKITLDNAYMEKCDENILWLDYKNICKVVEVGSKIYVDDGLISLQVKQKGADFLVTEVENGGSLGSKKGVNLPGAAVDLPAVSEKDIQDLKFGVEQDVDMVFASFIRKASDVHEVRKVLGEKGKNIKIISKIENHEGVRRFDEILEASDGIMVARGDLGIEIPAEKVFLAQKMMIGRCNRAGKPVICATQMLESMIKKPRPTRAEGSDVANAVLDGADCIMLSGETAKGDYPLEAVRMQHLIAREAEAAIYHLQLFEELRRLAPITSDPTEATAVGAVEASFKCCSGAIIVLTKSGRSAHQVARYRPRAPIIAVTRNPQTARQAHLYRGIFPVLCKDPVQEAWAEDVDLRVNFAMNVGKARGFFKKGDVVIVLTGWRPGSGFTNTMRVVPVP
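Purified hPK-M2 (>95% pure) converted ADP (0.1 mM final) to ATP with 0.5 mM PEP in 50 mM imidazole pH7.2, KCl, MgCl2, Tween 20, BSA; 1 h at room temperature. ATP detected by Kinase-Glo luminescence.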
* = called active by the depositor; u = inconclusive; x = no result given; [ ] = another dose, or the depositor's remark. Unless noted, calls follow the shape of the dose curve; as a rule, active = well fitted curve in the direction sought with a large enough effect; inconclusive = small, poorly fitted or top-dose-only effect, or another doubt; inactive = no such curve, though single readings can be large; an effect the other way counts as inactive or inconclusive. An excerpt, so the mix of outcomes need not match the whole.

SMILES	Menin-MLL TR inh	p53 reactivator	RORgamma inh	Rab9 prom act	BRCA1 expr act	FLuc counter	NPC1 prom act	Giardia killer	ELG1 genotoxic	VP16 counter	PKM2 activator
COc1ccc(/C=C/C(=O)Oc2cccc(/C=N/NC(=O)Cc3ccc(Br)cc3)c2)cc1	x	19%	-9%	3.2µM*	11%	u	3.5µM*	-5	u	-2%	1%
Cc1cccc(/N=C/c2c(O)ccc3oc4c(c23)CCCC4)n1	-9%	24%	-43%	-9%	-49%	u	0%	1	-5%	-5%	-3%
Cc1cc(Br)ccc1OCC(=O)NNC(=O)c1ccc(NC(=O)C2CC2)cc1	-1%	-4%	-17%	-6%	2%	1%	-1%	0	-4%	4%	1%
COCCCN1C(=O)N(c2ccccc2)C(=O)C1CC(=O)Nc1ccccc1 (stereo not drawn)	10%	0%	2%	17%	1%	-1%	-2%	8	-1%	0%	x
COC(C(=O)N/N=C(\C)c1ccc(C)cc1)c1ccccc1 (stereo not drawn)	-1%	u	23%	u	29%	-12%	17%	7	u	4%	0%[11.5 µM]
COc1cccc(CNc2nc3nc(C)c(Cl)c(=O)n3[nH]2)c1	x	1%	0%	-1%	28%	u	9%	-4	0%	0%	1%
COc1ccc2nc(N/C(N)=N/S(C)(=O)=O)nc(C)c2c1	x	6%	-4%	14%	u	15µM*	17%	17	u	5%	0%
Cc1cccc(-n2cnc3cc([N+](=O)[O-])ccc32)c1	-7%	2%	37%	-1%	31%	-14%	0%	u	3%	15%	-1%
COc1ccc(/C=C(/NC(=O)c2ccccc2)C(=O)N2CCCC2)cc1OC	1%	-6%	11%	-6%	-1%	-3%	2%	5	0%	-11%	0%
Cc1nc([N+](=O)[O-])c(Sc2nc3ccc([N+](=O)[O-])cc3[nH]2)n1Cc1ccccc1	-12%	u	16µM*	-6%	-57%	14%	16%	-1	-13%	u	u
Cc1cn2c(nc1=O)OC1C(O)C(COC(=O)c3ccccc3)OC12 (stereo not drawn)	-7%	4%	-14%	7%	7%	2%	-3%	8	-1%	-1%	-7%
O=C(CC1CCCC1)Nc1cc(S(=O)(=O)N2CCOCC2)ccc1O	x	-1%	x	-5%	-15%	-14%	-6%	1	2%	x	x
Cc1cc(C)cc(NC(=O)C(OC(=O)c2ccc(O)cc2)c2ccccc2)c1 (stereo not drawn)	x	5%	x	2%	-34%	0%	0%	7	-2%	x	x
NS(=O)(=O)c1ccc(CCNC(=O)Cc2c[nH]c3ccccc23)cc1	3%	-2%	12%	-3%	20%	5%	-1%	-12	-1%	1%	25%
CC1c2cc3c(cc2CCN1C(=O)c1ccc(C(F)(F)F)cc1)OCCCO3 (stereo not drawn)	x	-4%	8%	-2%	-26%	1%	-3%	2	-5%	4%	x
COC(=O)c1ccc(CSc2nc3c(c(=O)n2-c2ccc(F)cc2)SCC3)o1	-12%	-16%	u	-1%	0%	0%	-2%	-4	5%	-1%	1%
CCC(C)N(C)C1CCN(C(=S)Nc2cccc(OC)c2)CC1 (stereo not drawn)	4%	6%	-5%	-2%	11%	1%	-1%	-3	-1%	-6%	3%
COCc1cc(N2CCN(c3ccccc3F)CC2)nc(-c2ccccc2)n1	16%	2%	40%	-1%	-27%	7%	-32%[inhibitor]	10	-6%	-9%	4%
CC1(C2CC2)NC(=O)N(CC(=O)Nc2ccccc2C#N)C1=O (stereo not drawn)	x	2%	x	-3%	9%	-1%	0%	31[activator]	0%	x	x
O=C(COc1ccc2c3c(c(=O)oc2c1)CCCC3)NCCCN1CCOCC1	10%	-4%	-6%	-4%	-4%	-3%	-1%	4	1%	-3%	-3%

One compound at a time (already shown).
Listed for O=C(CC1CCCC1)Nc1cc(S(=O)(=O)N2CCOCC2)ccc1O = Menin-MLL TR inh: x; p53 reactivator: -1%; RORgamma inh: x; Rab9 prom act: -5%; BRCA1 expr act: -15%; FLuc counter: -14%; NPC1 prom act: -6%; Giardia killer: 1; ELG1 genotoxic: 2%; VP16 counter: x; PKM2 activator: x
Listed for CC1c2cc3c(cc2CCN1C(=O)c1ccc(C(F)(F)F)cc1)OCCCO3 (stereo not drawn) = Menin-MLL TR inh: x; p53 reactivator: -4%; RORgamma inh: 8%; Rab9 prom act: -2%; BRCA1 expr act: -26%; FLuc counter: 1%; NPC1 prom act: -3%; Giardia killer: 2; ELG1 genotoxic: -5%; VP16 counter: 4%; PKM2 activator: x

The results go on:
SMILES	Menin-MLL TR inh	p53 reactivator	RORgamma inh	Rab9 prom act	BRCA1 expr act	FLuc counter	NPC1 prom act	Giardia killer	ELG1 genotoxic	VP16 counter	PKM2 activator
COc1ccccc1/C=N/NC(=O)CSc1ccc2ccccc2n1	-11%	9%	-27%	1%	2%	u	-3%	-18	1%	0%	x
CC(=O)OC1COC(n2ccc3cc([N+](=O)[O-])ccc32)C(OC(C)=O)C1OC(C)=O (stereo not drawn)	21%	-1%	8%	-3%	-11%	2%	-3%	u	-1%	20%	-3%
O=C(Nc1cccc(C(=O)N2CCCC2)c1)c1ccccc1Cl	1%	-4%	10%	4%	25%	-1%	0%	-5	2%	8%	-15%
CSc1nc2nc3c(cn2n1)C(=O)CC(c1ccccc1)C3 (stereo not drawn)	x	-4%	-33%	-6%	3%	-3%	-1%	-7	2%	5%	1%
O=C(NNC(=O)c1cc(-c2ccccc2)nn1-c1ccccc1)c1ccccc1	-11%	-13%	u	-2%	-35%	-1%	-2%	-8	-4%	u	-10%
C/C=C/C1=CC(=O)C[C@H](c2ccc(OC)c(OC)c2)C1	x	16%	x	2%	-17%	0%	-2%	2	1%	x	x
O=C(O)CC1(c2ccc(F)cc2)C2CC3CC(C2)CC1C3 (stereo not drawn)	u	0%	12%	-1%	-6%	-2%	-2%	3	-2%	-14%	x
CCOC(=O)N1CCC(NC(=O)c2cc3c(=O)[nH]c4ccccc4c3n2C)CC1	-7%	-2%	13%	-2%	-6%	0%	-7%	-29	-9%	-21%	-1%
O=C(CCCN1C(=O)C(c2ccccc2)Oc2cccnc21)Nc1cccc(F)c1 (stereo not drawn)	25%	1%	32%	0%	-6%	-1%	u	-4	0%[9.26 µM]	-1%	x
COc1ccc(C(C)=O)cc1COc1cccnc1[N+](=O)[O-]	-2%	-1%	-32%	-6%	-69%	4%	-20%	u	-27%	0%	x
CC(C)(C)c1ccc(Cn2c(=O)cnc3ccccc32)cc1	u	13%	22µM*	-1%	-88%	15µM*	-1%	-11	u	u	x
C=CCN1C(=O)C2(OCCCO2)c2ccccc21	-5%	x	8%	0%	-9%	2%	1%	-22	-6%	-11%	1%
Cn1c(CNc2cccc(C(F)(F)F)c2)n[nH]c1=S	2%	4%	u	-2%	-7%	-1%	-1%	-22	-1%	-4%	-9%
C=CCOc1ccc(Cl)cc1C(=O)O	28%	1%	-6%[0.365 µM]	-1%	-35%	2%	-2%	-14	2%	x	-9%
O=[N+]([O-])c1ccc(Cl)cc1N1CCCCC1	8%	-4%	0%	-4%	0%	2%	-4%	8	0%	6%	-5%
Cc1ccc(NC(=O)Cn2nc(C(F)(F)F)c3c2CCC3)cc1	x	1%	2%	-8%	-40%	1%	-1%	-3	0%	10%	-4%
CCCCNC(=O)C1CC(c2c(Cl)cccc2Cl)=NO1 (stereo not drawn)	-6%	-16%	8%	2%	-1%	-1%	-3%	6	2%	2%	-2%

Grouped by structure, the compounds so far with bromine.
SMILES	Menin-MLL TR inh	p53 reactivator	RORgamma inh	Rab9 prom act	BRCA1 expr act	FLuc counter	NPC1 prom act	Giardia killer	ELG1 genotoxic	VP16 counter	PKM2 activator
COc1ccc(/C=C/C(=O)Oc2cccc(/C=N/NC(=O)Cc3ccc(Br)cc3)c2)cc1	x	19%	-9%	3.2µM*	11%	u	3.5µM*	-5	u	-2%	1%
Cc1cc(Br)ccc1OCC(=O)NNC(=O)c1ccc(NC(=O)C2CC2)cc1	-1%	-4%	-17%	-6%	2%	1%	-1%	0	-4%	4%	1%
